Screening data as filed in PubChem.
HP1b binding inh: HTS for Inhibitors of HP1-beta Chromodomain Interactions with Methylated Histone Tails. AlphaScreen HP1-beta / biotin-H3K9me3 peptide binding. Potency, µM (doses to about 114 µM), inactives show at the highest dose activity change, negative = inhibition, most hits filed as inhibitors. 390,000 compounds, 0.56% hits. AID 540317, 2011; further: potency means the concentration at half of the fitted maximal effect; nearly all actives have a fitted effect of over 70% in size; inactives centre near 23
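HP1-beta protein (50 nM final) preincubated 30 min at room temperature with biotinylated H3(1-18)K9me3 peptide (50 nM) in PBS pH 7.4, 0.01% Tween-20, then compound added for 30 min. AlphaScreen streptavidin donor/nickel chelate acceptor beads (10 ug/mL final), 30 min dark, luminescence read.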
JMJD2A Tudor: qHTS Assay for Inhibitors of JMJD2A-Tudor Domain; Lysine-specific demethylase 4A (Homo sapiens), O75164; AlphaScreen JMJD2A-Tudor / H3K4me3 peptide binding; Potency, µM (top dose mostly 114 µM), for the others: at the highest dose activity change, negative = inhibition, hits mostly inhibitors; 390,000 compounds, 4.4% hits; further: potency means the concentration at half of the fitted maximal effect; on the % scale 0 is the no-effect control and ±100 the full control effect; nearly all actives have a fitted effect of over 50% in size
PI4K2A block: qHTS for small molecular inhibitors of PI4K2A; Phosphatidylinositol 4-kinase type 2-alpha (Homo sapiens), Q9BTU6; purified PI4K2A, ADP-Glo luminescence, 1 h; stronger effect = lower value; activity change, negative = inhibition, % at 76.9 µM; 420,000 compounds, 0.13% hits; in the data active means activity change below about -50%; inconclusive means mostly about -30% to -49%;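 further: -100% = wells without enzyme as full effect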
Target sequence (Q9BTU6 whole entry, looked up): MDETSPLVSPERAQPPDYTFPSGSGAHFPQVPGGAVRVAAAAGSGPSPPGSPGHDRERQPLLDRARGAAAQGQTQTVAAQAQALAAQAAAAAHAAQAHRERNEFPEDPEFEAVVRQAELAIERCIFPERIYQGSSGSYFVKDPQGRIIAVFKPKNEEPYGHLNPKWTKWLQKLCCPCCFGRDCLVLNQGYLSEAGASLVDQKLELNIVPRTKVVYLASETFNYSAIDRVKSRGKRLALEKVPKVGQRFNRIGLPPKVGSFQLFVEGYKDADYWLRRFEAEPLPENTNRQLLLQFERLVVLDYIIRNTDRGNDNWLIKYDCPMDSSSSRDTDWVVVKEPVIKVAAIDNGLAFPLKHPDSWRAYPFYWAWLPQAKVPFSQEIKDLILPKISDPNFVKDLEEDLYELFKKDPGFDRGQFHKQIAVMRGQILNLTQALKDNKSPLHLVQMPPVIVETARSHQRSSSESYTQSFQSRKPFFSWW
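PI4K2A activity was measured by ADP-Glo luminescence: enzyme (4 ug/mL stock) and phosphatidylinositol (1.2 mM stock) in Tris pH 7.5/MgCl2/EGTA/Triton X-100 buffer were reacted with ATP (300 microM stock) for one hour at ambient temperature.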
Pin1 inhibitor: qHTS Assay to Find Inhibitors of Pin1; 390,000 compounds, 0.009% hits; Potency, µM (doses to about 115 µM), for inactives: top-dose activity, negative = inhibition, most hits filed as inhibitors; Pin1 FP peptide displacement, HiFluor488, 10 min; Peptidyl-prolyl cis-trans isomerase NIMA-interacting 1 (Homo sapiens), Q13526; AID 504891, 2011; active means well fitted inhibition curve with a large enough effect in the polarisation, with a control signal flat, not every such curve was filed as active; inconclusive means small, poorly fitted or top-dose-only effect, or effect the other way, or a change in a side signal; inactive means no such curve, though single readings can be large or run the other way; the % refers to the polarisation; further: potency means the concentration at half of the fitted maximal effect; on the % scale 0 is the no-effect control and ±100 the full control effect
Tb PGK inh: qHTS Assay to Find Inhibitors of Phosphoglycerate Kinase; Potency, µM (doses to about 57.5 µM), for inactives: at the top dose activity change, negative = inhibition, most hits filed as inhibitors; PGK/GAPDH coupled, Kinase-Glo luminescence, 60 min; 380,000 compounds, 0.043% hits; further: potency means the concentration at half of the fitted maximal effect; on the % scale 0 is the no-effect control and ±100 the full control effect; nearly all actives have a fitted effect of over 60% in size
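Recombinant glycosomal PGK reaction used 1,3-bisphosphoglycerate generated in-well by GAPDH (100nM final) in 100mM TEA pH 7.6, 5mM MgCl2, 0.01% Tween-20. After 60 minutes at room temperature, ATP was read by Kinase-Glo Plus luminescence end-point.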
G9a block: qHTS Assay for Inhibitors of Histone Lysine Methyltransferase G9a. Potency, µM (titrated, usually from 102 µM), for inactives: at the top dose activity, negative = inhibition, hits mostly inhibitors. G9a H3K9 monomethylation, AlphaScreen, 2 h. AID 504332, 2011. 350,000 compounds, 8.8% hits. Histone-lysine N-methyltransferase EHMT2 (Homo sapiens), Q96KQ7; further: potency means the concentration at half of the fitted maximal effect; on the % scale 0 is the no-effect control and ±100 the full control effect; nearly all actives have a fitted effect of over 75% in size
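Compounds were preincubated with 20 nM G9a for 15 min, after which biotinylated H3K9 peptide (500 nM) and SAM (20 uM) started a 2 h room-temperature reaction. Monomethylated product was quantified by antibody-based AlphaScreen chemiluminescence.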
GLS inh: qHTS for Inhibitors of Glutaminase (GLS). GLS enzymatic activity, qHTS titration. Potency, µM (highest dose often 45.5 µM), without a hit: at the highest dose activity change, negative = inhibition, actives largely listed as inhibitors. 410,000 compounds, 0.21% hits. AID 624170, 2012; further: potency means the concentration at half of the fitted maximal effect; on the % scale 0 is the no-effect control and ±100 the full control effect
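hKGA in 45 mM KH2PO4 pH 8.2, 0.02% Tween-20 with pin-transferred compounds; 1 mM L-glutamine (stock) plus glutamate oxidase/HRP/Amplex Red coupling added. Fluorescence read initially and after 30 min at RT.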
ERG Ets-DNA blk: qHTS for Small Molecule Inhibitors of the ERG Ets/DNA interaction. AID 624246, 2012. Potency, µM (highest dose often 76.9 µM), for inactives: at the top dose FP activity, negative = inhibition, hits mostly inhibitors. 370,000 compounds, 0.028% hits. fluorescence polarization, His-ERG Ets domain / labelled DNA. Transcriptional regulator ERG (Homo sapiens), P11308; active means well fitted inhibition curve with a large enough effect in the polarisation, with a control signal flat; inconclusive means small, poorly fitted or top-dose-only effect, or effect the other way, or a change in a side signal; inactive means no such curve, though single readings can be large or run the other way; the % refers to the polarisation;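 further: polarization taken with two DNA probes labelled with fluorescein and Texas red; potency means the concentration at half of the fitted maximal effect; % of control where 0% means no effect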
Target sequence (P11308 whole entry, looked up, the tested form may be a part): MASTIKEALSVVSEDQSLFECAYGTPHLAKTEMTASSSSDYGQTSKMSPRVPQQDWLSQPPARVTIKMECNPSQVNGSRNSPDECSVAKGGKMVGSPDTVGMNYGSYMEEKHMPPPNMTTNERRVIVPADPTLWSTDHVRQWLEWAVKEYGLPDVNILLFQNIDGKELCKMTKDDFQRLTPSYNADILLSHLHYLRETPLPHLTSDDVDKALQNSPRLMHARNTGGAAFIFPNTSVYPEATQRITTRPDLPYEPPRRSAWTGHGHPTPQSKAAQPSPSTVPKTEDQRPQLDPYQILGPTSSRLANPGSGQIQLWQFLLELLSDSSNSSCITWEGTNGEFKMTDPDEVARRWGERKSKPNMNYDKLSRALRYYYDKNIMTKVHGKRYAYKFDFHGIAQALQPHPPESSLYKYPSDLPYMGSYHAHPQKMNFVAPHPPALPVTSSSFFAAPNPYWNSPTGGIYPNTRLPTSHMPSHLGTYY
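His-tagged ERG Ets domain (1 uM in the protein solution; 300mM KCl, 50mM Tris-HCl, 1mM EDTA, 1mM DTT, pH 7.5) received compound, then a probe mix of 5 nM fluorescein-DNA and 100nM Texas-615-DNA. Fluorescence polarization was read for both dyes.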
BAZ2B block: qHTS Assay for Inhibitors of BAZ2B | 360,000 compounds, 4.4% hits | Bromodomain adjacent to zinc finger domain protein 2B (Homo sapiens), Q9UIF8 | AlphaScreen BAZ2B-H3K14Ac peptide displacement | Potency, µM (doses to about 114 µM), for inactives: at the highest dose activity change, negative = inhibition, hits mostly inhibitors; further: potency means the concentration at half of the fitted maximal effect; on the % scale 0 is the no-effect control and ±100 the full control effect; nearly all actives have a fitted effect of over 60% in size
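In this displacement format the biotinylated H3(5-23) peptide acetylated at Lys14 serves as ligand at 50 nM, with BAZ2B at 50 nM in PBS pH 7.4 containing 0.01% Tween-20. Donor and acceptor beads are 10 ug/mL final.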
* marks the source's active call; other numbers are inactive results; i = inactive; ? = inconclusive; nt = no result given; & = joins results of further samples; [ ] = remark or other dose. Unless noted, the call rests on the fitted dose curve; in most records, active means well fitted curve in the direction sought with a large enough effect; inconclusive means small, poorly fitted or top-dose-only effect, or another doubt; inactive means no such curve, though single readings can be large; an effect the other way counts as inactive or inconclusive. Compounds as they come; about 11% have a hit in one of these screens.

Values run as follows: HP1b binding inh	JMJD2A Tudor	PI4K2A block	Pin1 inhibitor	Tb PGK inh	G9a block	GLS inh	ERG Ets-DNA blk	BAZ2B block
> CN1C(=O)c2ccccc2N(C)C1c1ccccc1Cl (stereo not drawn)
 : 83%[activator]	11%[57.1 µM]	-2	0%	2%	-5%[0.501 µM]	-2%	-3%	9%
> CC(O)c1ccc(Oc2cnccn2)cc1 (stereo not drawn)
 : 26%	-8%	-3	-1%	5%	10%	1%	1%	2%
> Cc1cc(Cl)ccc1C(=O)C1CCCN(C(=O)CN2CCOC2=O)C1 (stereo not drawn)
 : 21%	-12%	3	-1%	-6%	9%	-2%	0%	-5%
> CCN(Cc1ccncc1)C(=O)CCc1nnc(CCc2ccc(OC)cc2)o1
 : 31%	1%	0	-3%	-1%	nt	13%	10%	6%
> CCOc1ccc(NC(=O)c2ccc3c(SCC(=O)O)c4c(nc3c2)CCC4)cc1
 : -11%	-32%	5	-5%	0%	-36%[59 µM]	-13%	5%	-16%
> Fc1ccccc1CSc1ncnc2c1ncn2C1CCCCO1 (stereo not drawn)
 : 13%	-2%	-12	0%	8%	nt	8%	-11%	nt
> O=C(O)Cn1nc(C(F)(F)F)c2c1CCCC2
 : 61%[activator]	-3%	2	4%	7%	2%	-4%	4%	-3%
> CCn1c(COc2cccc(C)c2)nnc1SCC(=O)CC(=O)Nc1ccccc1OC
 : 1%	-35%	2	?	-8%	12%[59 µM]	-5%	9%	-34%
> NC(=O)CSc1nnc2ccc(-c3ccc(Cl)cc3)nn12
 : 28%	-11%	-20	-4%	-1%	50µM*	2%	1%	89µM*
> CCOc1ccc(-c2nn(CC(=O)NC3CCCC3)c3c2cnc2ccc(C)cc23)cc1
 : -9%	-17%	7	-5%	-10%	15%[59 µM]	-8%	-3%	-17%
> CSCC[C@H](NC(=O)[C@@H]1CSC2c3ccccc3C(=O)N21)C(=O)N1CCC[C@H]1CO (stereo partly drawn)
 : 34%	-7%	-1	-7%	-3%	nt	3%	13%	-38%
> COc1ccc(C(=O)CCN2CCCC(C)C2)cc1 (stereo not drawn)
 : 29%	-5%	11	-2%	-10%	25µM*	0%	?	-3%
> COc1ccc(CCNc2nc(C)c(C(C)=O)s2)cc1OC
 : ?	?	0	6%	10%	4µM*	-8%	-2%	?
> CSc1ccccc1NC(=O)Nc1cccc(Cl)c1Cl
 : 30%	-13%	-5	2%	1%	0%[59 µM]	6%	-3%	7%
> O=C(NC(Nc1ccc(F)cc1)(C(F)(F)F)C(F)(F)F)c1cccnc1
 : 25%	4%	8	1%	-5%	-2%[59 µM]	-3%	-18%	1%
> Cc1ccc(C)c(Cn2nnc3c(=O)[nH]c(C4CCCN(C(=O)c5cccs5)C4)nc32)c1 (stereo not drawn)
 : 19%	-15%	-3	-8%	-3%	3%	14%	-1%	-5%
> CCOC(=O)CSc1nc(-c2ccccc2)nc2ccc(C)cc12
 : 36%	9%	-1	-3%	-4%	19%	-1%	-15%	20%
> COC(=O)c1ccccc1NC(=O)Cn1c(=O)nc(-c2ccccc2)c2cc(Cl)ccc21
 : 15%	-12%	2	-3%	7%	6%[59 µM]	-8%	-5%	-7%
> CN(c1ccc(C(=O)O)cc1)S(=O)(=O)c1ccc(Cl)cc1
 : 18%	-12%	9	-7%	2%	-1%[12.7 µM]	12%	-1%	8%
> CCCCSCc1[nH]c(=O)[nH]c1C(=O)CCCCC(=O)OCC
 : 35%	-14%	3	-3%	-7%	?	55%[activator]	0%	?

Laid out differently: six of the compounds above.
SMILES | HP1b binding inh | JMJD2A Tudor | PI4K2A block | Pin1 inhibitor | Tb PGK inh | G9a block | GLS inh | ERG Ets-DNA blk | BAZ2B block
NC(=O)CSc1nnc2ccc(-c3ccc(Cl)cc3)nn12 | 28% | -11% | -20 | -4% | -1% | 50µM* | 2% | 1% | 89µM*
CCOc1ccc(-c2nn(CC(=O)NC3CCCC3)c3c2cnc2ccc(C)cc23)cc1 | -9% | -17% | 7 | -5% | -10% | 15%[59 µM] | -8% | -3% | -17%
CSCC[C@H](NC(=O)[C@@H]1CSC2c3ccccc3C(=O)N21)C(=O)N1CCC[C@H]1CO (stereo partly drawn) | 34% | -7% | -1 | -7% | -3% | nt | 3% | 13% | -38%
COc1ccc(C(=O)CCN2CCCC(C)C2)cc1 (stereo not drawn) | 29% | -5% | 11 | -2% | -10% | 25µM* | 0% | ? | -3%
COc1ccc(CCNc2nc(C)c(C(C)=O)s2)cc1OC | ? | ? | 0 | 6% | 10% | 4µM* | -8% | -2% | ?
CSc1ccccc1NC(=O)Nc1cccc(Cl)c1Cl | 30% | -13% | -5 | 2% | 1% | 0%[59 µM] | 6% | -3% | 7%

Carrying on.
Values run as follows: HP1b binding inh	JMJD2A Tudor	PI4K2A block	Pin1 inhibitor	Tb PGK inh	G9a block	GLS inh	ERG Ets-DNA blk	BAZ2B block
> CCOCc1cc(CN2CCN(c3cccc(Cl)c3)CC2)c(O)c2ncccc12
 : 23%	40µM*	3	1%	-6%	-16%[59 µM]	6%	-9%	13µM*
> O=C(COc1ccc(F)cc1)N(c1ccccn1)C1CCCCC1
 : 20%	-1%	3	-8%	-1%	2%[59 µM]	11%	7%	-4%
> O=S(=O)(Nc1ccc(N2CCOCC2)nn1)c1ccccc1
 : 22%	-13%	-7	-1%	0%	10%	5%	6%	-5%
> CCOC(=O)Cc1nnc(NC(=O)C(CC)Sc2nncn2C)s1 (stereo not drawn)
 : 24%	-14%	-1	-3%	-1%	9%[59 µM]	5%	-9%	?
> O=C(O/N=C1\CCCc2ccccc21)c1ccc(F)cc1
 : 15%	-8%	-8	-3%	-15%	3%	7%	-3%	0%
> COc1ccc(C(CNC(=O)c2ccc(S(=O)(=O)Nc3ccccc3C)cc2)N2CCOCC2)cc1 (stereo not drawn)
 : 13%	-8%	-1	3%	7%	19%[2.33 µM]	4%	18%	-5%
> CCc1ccc(S(=O)(=O)Nc2cc3c(cc2N2CCOCC2)n(C)c(=O)c(=O)n3C)cc1
 : 53%&-5%[activator]	-16%&-10%	2&5	-6%&3%	-3%	-33%[59 µM]	6%&23%	14%&-1%	-5%&-8%
> Cc1ccc(S(=O)(=O)/N=C(\N)c2ccc(F)cc2)cc1
 : 44%[activator]	4%	-1	4%	10%	17%	0%	-2%	0%
> COc1ccccc1NC(=O)c1ccccc1NC(=O)c1ccccc1C(=O)O
 : 29%	1%	1	0%	-13%	?	3%	-3%	-19%
> CC1CC(C)CN(C(=O)COC(=O)c2ccc(N3CCCC3=O)cc2)C1 (stereo not drawn)
 : 38%	-5%	1	-3%	-7%	nt	-7%	10%	nt
> Cc1cccc(CCNC(=O)CCCOc2cc(=O)n(C)c3ccccc23)c1
 : 33%	-1%	5	-5%	6%	-5%[59 µM]	2%	9%	-28%
> COc1ccc(/C=N/Nc2nccnc2Cl)cc1
 : 6%	-13%	?	-5%	?	2%	20%	nt	4%
> CCOC(=O)N1CCN(C(=O)Cc2ccc(-n3c(=S)[nH]c4ccccc4c3=O)cc2)CC1
 : 26%	-22%	-1	0%	-3%	45µM*	0%	-5%	-5%
> CCOC(=O)c1cc(-c2ccccc2)n(CCC(=O)N2CCN(c3ccc(OC)cc3)CC2)c1C
 : ?	?	-5	1%	-7%	?	16%	-2%	25µM*
> CSc1nsc(SC)c1NC(=O)OCCc1ccccn1
 : 25%	-9%	-2	-3%	1%	?	14%	-9%	4%
> COc1cccc(Nc2ncccc2C(=O)O)c1
 : 11%	-13%	1	1%	-8%	-49%	6%	nt	-36%
> COc1ccc2oc(C(=O)OC/C(O)=C(\C#N)c3nc4ccccc4[nH]3)c(C)c2c1
 : 69%[activator]	-15%	-19	?	-2%	34%[12.7 µM]	-1%	10%	-4%
> CCS(=O)(=O)Nc1cccc(-c2nc3cccnc3s2)c1C
 : 18%	-15%	2	3%	-7%	-4%[59 µM]	2%	-4%	10%
> Cc1cc(C)c(S(=O)(=O)NCCS(=O)(=O)N2CCN(c3ccccc3)CC2)c(C)c1
 : 12%[57 µM]	-28%	8	1%	i	-26%[59 µM]	0%	3%	-18%
> c1ccc(Cn2nnc3c(N4CCN(Cc5ccc6c(c5)OCO6)CC4)ncnc32)cc1
 : 0%	-34%	2	16%	-5%	-41%[12.7 µM]	4%	3%	-33%
> CCn1cc(Br)c(C(=O)Nc2ccc(Cl)cc2Cl)n1
 : 19%	15%	-4	4%	i	14%	-5%	-15%	3%
> CC(=O)NC(Cc1c[nH]c2ccccc12)C(=O)NCCc1ccccc1 (stereo not drawn)
 : 20%	-10%	-9	-6%	i	23%	10%	-1%	-4%
